Screens deposited in PubChem BioAssay by National Center for Advancing Translational Sciences (NCATS).
ELG1 repair inh – inhibitors of ELG1-dependent DNA repair in HEK293T cells; hit rate 2.3% among 330,000; Potency, µM (titrated, usually from 46.1 µM), without a hit: top-dose activity change, negative = inhibition, actives largely listed as inhibitors; AID 504467; HEK293T ELG1-luciferase reporter, luminescence, 16 h; DNA damage induced by 5-fluorouridine; further: potency means the concentration at half of the fitted maximal effect; on the % scale 0 is the no-effect control and ±100 the full control effect; nearly all actives have a fitted effect of over 55% in size
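In this reporter screen, reduction of luminescence relative to DMSO vehicle indicated activity. Compounds and 5-fluorouridine were added together to 2,000 cells per well, incubated for 16 hr at 37 °C, then developed with ONE-Glo.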
Chronic BCR inh – inhibitors of chronic active B-cell receptor signaling; Potency, µM (doses to about 46.1 µM), for the others: top-dose ratio change, negative = lower green/red ratio, actives largely listed as inhibitors; AID 493014; hit rate 0.05% among 340,000; ABC-DLBCL IkBa-CBG/CBR reporter, luminescence ratio, 4 h; active means well fitted inhibition curve with a large enough effect in the signal ratio, with a control signal flat, not every such curve was filed as active; inconclusive means small, poorly fitted or top-dose-only effect, or effect the other way, or a change in a side signal; the % refers to the signal ratio;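 further: potency means the concentration at half of the fitted maximal effect; plate controls were basal doxycycline-induced cells for no effect and cells given 10 µM MG132 for full effect; MG132 reads +100%, hits lower the ratio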
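Doxycycline induced both beetle luciferases in TMD8 lymphoma cells; IKK-driven degradation limits the IkappaBalpha-fused green signal, while red luminescence normalises for cell number and nonspecific effects. Compounds tested up to 46 uM, 4 hrs.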
B2AR arrestin – agonists driving beta-arrestin recruitment to human beta2-adrenergic receptor; P07550; beta-arrestin recruitment to beta2AR, cell-based reporter; Potency, µM (series often up to 46.1 µM), for the others: at the top dose activation, usual class: activators; hit rate 0.02% among 330,000; AID 492947;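 further: potency means the concentration at half of the fitted maximal effect; 0% = DMSO controls and full agonism = EC100 isoproterenol or metaproterenol; nearly all actives have a fitted effect of over 65% in size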
TCR activator – activators of T cell receptors | primary human leukocytes, anti-CD3, IL-2 HTRF, 48 h | Potency, µM (highest dose often 9.22 µM), inactives show top-dose activation of IL-2 secretion, actives largely listed as activators | 330,000 tested, under 10 active; further: % of control where 0% means no effect
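Human primary leukocytes + a-CD3 beads + cpd, 48 hr; IL-2 in supernatant by HTRF (ex 320nm / em 665nm). No co-stimulatory signal supplied.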
USP2a inh – inhibitors of human ubiquitin-specific protease USP2a; O75604; USP2 core, Ub-CHOP2 coupled fluorogenic reporter, 485/531; Potency, µM (series often up to 38.3 µM), without a hit: at the top dose activity change, negative = inhibition, usual class: inhibitors; hit rate 0.01% among 330,000; AID 463254;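 further: potency means the concentration at half of the fitted maximal effect; plate controls were DMSO wells for no effect and full inhibition by NEM control for full effect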
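USP2 core (10nM final) preincubated 30min RT with compound in 20mM Tris-HCl pH 8.0, 2mM CaCl2, 2mM beta-mercaptoethanol, 0.05% CHAPS; 25nM Ub-CHOP2 plus 25nM reporter substrate added, fluorescence (Ex485/Em531) read after 60min.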
TSHR antagonist – human thyrotropin receptor antagonism; TSHR-expressing cells, TSH-stimulated cAMP HTRF, 2 h; stronger effect = lower value; hit rate 0.2% among 330,000; activity change, negative = inhibition, % at 11.5 µM; P16473;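 active means activity change below a set negative limit, meaning inhibition stronger than a set level, cut at about -70% in these data; inconclusive means activity change between two set negative limits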; further: on the % scale 0 is the no-effect control and ±100 the full control effect
Target sequence (P16473 whole entry, looked up): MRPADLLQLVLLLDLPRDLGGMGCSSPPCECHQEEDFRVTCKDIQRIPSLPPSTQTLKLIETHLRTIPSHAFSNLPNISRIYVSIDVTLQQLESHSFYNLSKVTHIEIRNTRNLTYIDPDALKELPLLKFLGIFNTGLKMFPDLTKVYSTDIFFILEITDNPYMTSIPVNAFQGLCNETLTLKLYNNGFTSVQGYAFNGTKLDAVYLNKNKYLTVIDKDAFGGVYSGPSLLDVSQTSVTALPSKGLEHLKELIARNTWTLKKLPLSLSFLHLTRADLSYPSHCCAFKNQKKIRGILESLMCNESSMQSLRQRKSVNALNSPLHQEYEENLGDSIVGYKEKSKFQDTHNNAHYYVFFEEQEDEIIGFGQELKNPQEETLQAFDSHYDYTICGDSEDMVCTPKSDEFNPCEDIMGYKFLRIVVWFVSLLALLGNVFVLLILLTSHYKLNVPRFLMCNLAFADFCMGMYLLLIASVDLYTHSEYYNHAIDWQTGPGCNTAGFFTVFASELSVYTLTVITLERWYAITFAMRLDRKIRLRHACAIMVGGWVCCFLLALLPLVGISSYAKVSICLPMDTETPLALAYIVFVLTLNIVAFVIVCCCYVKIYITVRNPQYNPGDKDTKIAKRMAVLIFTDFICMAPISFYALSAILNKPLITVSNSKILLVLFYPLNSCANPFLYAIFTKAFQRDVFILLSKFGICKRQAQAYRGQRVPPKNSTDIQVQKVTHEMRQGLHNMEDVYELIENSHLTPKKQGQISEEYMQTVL
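Inhibition of cAMP made by TSHR-expressing cells under TSH stimulation (4nM final, EC80; 2 h, 37 deg C) is quantified with a one-step lysis HTRF kit, anti-cAMP cryptate versus cAMP-d2.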
Mito fusion act – blocks mitochondrial division or promotes mitochondrial fusion; S. cerevisiae fusion-defective mutant growth rescue, CellTiterGlo 48 h; Potency, µM (highest dose often 46.1 µM), for the others: at the top dose growth rescue (activation), hits mostly activators; hit rate 0.23% among 320,000; AID 485298;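 further: potency means the concentration at half of the fitted maximal effect; % of control where 0% means no effect; nearly all actives have a fitted effect of over 45% in size; temperature-sensitive fusion mutants such as fzo1-1 at 37 °C on non-fermentable ethanol glycerol medium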
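Read-out: ATP-based luminescence (CellTiterGlo, 10 min ambient) reporting growth of fusion-defective ts yeast after 48 hours at 37C on glycerol/ethanol YPEG medium in the presence of compound.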
PTAP TSG101 blk – blocks PTAP/TSG101 interaction to inhibit HIV-1 budding; Q99816; Fluorescence polarization, FITC-PTAP peptide / Tsg101 binding; Potency, µM (highest dose often 115 µM), for inactives: top-dose activity change, negative = inhibition, actives largely listed as inhibitors; 340,000 tested, under 10 active; AID 493005; active means well fitted inhibition curve with a large enough effect in the main read-out, with a control signal flat, not every such curve was filed as active; inconclusive means small, poorly fitted or top-dose-only effect, or effect the other way, or a change in a side signal; inactive means no such curve, though single readings can be large or run the other way; further: potency means the concentration at half of the fitted maximal effect; % of control where 0% means no effect
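FP read-out: FITC-PTAP peptide, 50 nM final, binding Tsg101 binding domain, 10 uM final; 20 min, r.t.; 10 mM HEPES pH 7.5, 0.15 M NaCl, 0.01% Tween 20, 3 mM EDTA, 0.1 mM TCEP.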
Tb PFK inh – inhibitors of T. brucei phosphofructokinase; T. brucei PFK, ADP-Glo luminescence; AID 485367; hit rate 0.17% among 330,000; O15648; Potency, µM (doses to about 57.5 µM), for the others: top-dose activity, negative = inhibition, actives largely listed as inhibitors;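 further: potency means the concentration at half of the fitted maximal effect; 0% = uninhibited 1x PFK enzyme wells and -100% = no-enzyme wells; nearly all actives have a fitted effect of over 60% in size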
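PFK 1.25 nM, F6P 0.5 mM, ATP 0.1 mM, 0.1 M TEA pH 8.0, 5 mM MgCl2, 0.01% Tween20, 0.1% BSA; 45 min RT. ADP-Glo readout. qHTS titration up to 57 uM; curves fitted, compounds curve-classed.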
Eya2 inh – Eya2 (human) phosphatase inhibition; O00167; Potency, µM (highest dose often 76.9 µM), for inactives: top-dose activity, negative = inhibition, most hits filed as inhibitors; recombinant Eya2, OMFP fluorescence dephosphorylation (OMFP is methylfluorescein phosphate); hit rate 0.006% among 330,000; further: potency means the concentration at half of the fitted maximal effect; on the % scale 0 is the no-effect control and ±100 the full control effect
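Eya2 (0.2 uM) preincubated 10 min at ambient with compound, then OMFP substrate added at 50 uM; 10 min reaction in 50 mM HEPES pH 7.5, 50 mM NaCl, 5 uM MgCl2, 0.05% BSA, 1 mM DTT. Fluorescence read at Ex 485/Em 525 nm.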
uPA surface inh – cell surface uPA generation inhibition. hit rate 0.31% among 330,000. cell surface uPA generation assay, qHTS. Potency, µM (doses to about 38.3 µM), for the others: top-dose activity change, negative = inhibition, hits mostly inhibitors; active means well fitted inhibition curve with a large enough effect; inconclusive means small, poorly fitted or top-dose-only effect; inactive means no such curve, though single readings can be large or run the other way; tested in mouse RAW 264.7 cells; further: potency means the concentration at half of the fitted maximal effect; on the % scale 0 is the no-effect control and ±100 the full control effect; nearly all actives have a fitted effect of over 55% in size
Starred values were filed as active, the others as inactive; ? = inconclusive; nt = not tested or not shown; [ ] = remark or other dose. Unless noted, the call rests on the fitted dose curve; in most records, active means well fitted curve in the direction sought with a large enough effect; inconclusive means small, poorly fitted or top-dose-only effect, or another doubt; inactive means no such curve, though single readings can be large; an effect the other way counts as inactive or inconclusive.

SMILES	ELG1 repair inh	Chronic BCR inh	B2AR arrestin	TCR activator	USP2a inh	TSHR antagonist	Mito fusion act	PTAP TSG101 blk	Tb PFK inh	Eya2 inh	uPA surface inh
C/C(=N\O)c1ccc2c(c1)CC(C)O2 (configuration not stated)	?	-9.7%	0.5%	2.5%	-1.5%	-8.3	-0.4%	-1.8%	1.7%	-29.2%	-3.2%
CCC(C)c1ccccc1NC(=O)COC(=O)c1ccc(C)c(NC(=O)c2ccco2)c1 (configuration not stated)	?	9.4%	2.9%	-1.9%	5.5%	-2.3	-1.5%	-10.2%	0.1%	-26.0%	-1.6%
COc1cc(C(=O)NCC(c2ccc(F)cc2)N2CCOCC2)ccc1OCc1ccccc1Cl (configuration not stated)	?	-21.8%	0.1%	-0.2%	-2.3%	-12.0	17.1%	-1.9%	-0.2%	-18.2%	?
COCCSc1ccccc1C(=O)N1CCN(c2ccccc2)CC1	-6.8%	0.1%	-1.8%	2.1%	1.2%	-6.3	-1.1%	-9.6%	-0.6%	-0.9%	0.3%
O=C(c1ccccc1)N1N=C(c2ccccc2)CC1c1ccccc1[N+](=O)[O-] (configuration not stated)	18.4%	5.8%	-0.8%	5.0%[46.1 µM]	0.0%	5.2	-2.0%	-0.5%	-1.4%	-7.9%	-3.3%
CCn1c(COc2cccc(C)c2)nnc1SCC(=O)NC1CCCC1	-5.2%	5.3%	-0.4%	2.1%	3.7%	-3.5	0.7%	-0.1%	-1.4%	-7.5%	nt
COc1ccc(N2CC(C(=O)OC(C)C(=O)c3ccccc3)CC2=O)cc1 (configuration not stated)	-5.3%	0.4%	-0.4%	9.8%	1.5%	-13.7	0.5%	-0.5%	-0.5%	-2.6%	-0.1%
COc1cccc(-c2nc(CS(=O)(=O)CC(=O)NCCCN3CC(C)CC(C)C3)c(C)o2)c1 (configuration not stated)	17.0%	?	-0.7%	0.7%	0.8%	32.1	7.9%	-3.8%	9.4%	0.6%	-6.6%
CC(C)[C@H](NS(=O)(=O)c1ccccc1)C(=O)OCC(=O)N1N=C(c2ccc(Cl)cc2)CC1c1ccco1 (some centres not stated)	?	?	-0.4%	2.0%[46.1 µM]	-10.2%	3.9	28.2%	-3.4%	-0.8%	3.0%	-4.7%
COCC(C)n1c(SCC(=O)N2CCc3ccccc3C2)nc2ccccc2c1=O (configuration not stated)	?	-7.2%	0.5%	-2.9%[46.1 µM]	-8.1%	-9.6	-9.8%	-3.7%	-0.2%	-7.6%	-22.2%
O=C(Cn1cnc2ccccc2c1=O)NNC(=O)c1ccccc1	23.2%	?	-0.8%	8.5%	-1.0%	24.4	-6.3%	-1.4%	0.0%	3.3%	3.7%
CCOc1ccc(N(CC)S(=O)(=O)c2ccc3c(c2)oc(=O)n3C)cc1	-1.0%	-13.3%	0.0%	-1.4%[46.1 µM]	0.9%	-1.4	15.8%	-3.9%	-4.7%	-4.1%	-5.1%
COc1ccc2[nH]c3c(c2c1)CCN1C(=O)C(CC(=O)NCC24CC5CC(CC(C5)C2)C4)C[C@H](C(=O)N(C(C)C)C(C)C)[C@@]31C (some centres not stated)	-3.2%	-5.7%	-1.2%	-0.9%[46.1 µM]	-8.0%	0.4	nt	-1.5%	-4.4%	-1.1%	?
CCCCNC(=O)c1sc(=S)n2c1[nH]c(=O)c1ccccc12	?	7.5%	-0.1%	0.4%	-3.9%	-73.9*	-21.2%	-16.0%	7.2%	1.5%	0.2%
CCN(C(=O)COc1cc(=O)n(CC)c2ccccc12)c1cccc(Cl)c1	-10.4%	?	0.8%	0.2%	-3.7%	-6.4	-1.8%	-9.8%	0.0%	-2.7%	nt
C=CCC1NCCc2c(Br)cccc21 (configuration not stated)	-2.7%	4.3%	-0.1%	10.1%	3.7%	13.3	-5.3%	-4.6%	-1.7%	-4.1%	-5.4%
Cc1nn(-c2nc(-c3ccco3)cc(C(F)(F)F)n2)c(C)c1Br	-5.0%	-15.5%	7.3%	nt	3.3%	-4.0	1.9%	-3.3%	-2.4%	-6.1%	-6.4%
COc1cc(C(=O)COC(=O)Cc2cnc3sccn23)cc(OC)c1OC	11.4%	-4.0%	-0.3%	-4.0%	-0.1%	-5.1	2.0%	-0.9%	0.4%	5.9%	-2.0%
Cc1ccc(CNC(=O)c2ccc(CNc3c(N4CCCC4)c(=O)c3=O)cc2)cc1	?	-14.4%	0.2%	1.8%	-9.3%	5.2	0.7%	-5.4%	0.4%	-7.4%	4.8%
CCC(C)NC(=O)C1CCC(CNS(=O)(=O)c2ccccc2)CC1 (configuration not stated)	-0.1%	0.9%	-0.3%	4.5%	2.7%	9.9	0.4%	-4.8%	4.0%	?	11.0%
O=C(CNC(=O)c1ccc([N+](=O)[O-])cc1)c1ccccc1	?	?	-0.5%	-0.2%	1.1%	0.0	1.2%	-5.0%	1.6%	3.7%	nt
COCCC(=O)N1CCC(Oc2ccc(C(=O)NCCC3=CCCCC3)cc2)CC1	-14.5%	?	-0.6%	1.8%	3.0%	-0.1	-0.3%	0.6%	-0.2%	4.4%	0.5%
CN1CCN(c2nc3ccccc3nc2C(C#N)S(=O)(=O)c2ccccc2)CC1 (configuration not stated)	8.2µM*	-0.7%	-0.5%	-4.4%	-0.5%	-2.3	1.8%	-2.6%	-0.7%	-17.3%	?
CC1(c2nnc(-c3ccccc3)o2)CC(c2ccncc2)=NO1 (configuration not stated)	14.6%	-2.5%	-0.8%	9.7%	8.1%	-3.6	-0.2%	-0.7%	-1.5%	-10.3%	-3.4%
COCCn1nnnc1C(c1ccc(O)c(OC)c1)N1CCc2ccccc2C1 (configuration not stated)	11.3%	8.7%	-1.7%	-1.7%	1.1%	-7.6	0.2%	-3.0%	2.4%	24.4%	-1.2%
New compounds follow.
SMILES	ELG1 repair inh	Chronic BCR inh	B2AR arrestin	TCR activator	USP2a inh	TSHR antagonist	Mito fusion act	PTAP TSG101 blk	Tb PFK inh	Eya2 inh	uPA surface inh
O=C(CN1CCN(Cc2ccccc2Cl)CC1)N/N=C/c1cccs1	-14.7%	-11.7%	-0.2%	-4.4%	-2.2%	8.0	-8.2%	-2.3%	2.0%	-28.6%	-1.0%
Cc1c(C(=O)NCC2COc3ccccc3O2)oc2ccc(S(=O)(=O)N3CCOCC3)cc12 (configuration not stated)	?	-0.4%	0.3%	8.2%	-0.6%	-6.0	23.8%	12.6%	-4.0%	-31.7%	-11.3%
COC(=O)C1CCN(C(=O)CSc2nnc(-c3ccccc3)o2)CC1	?	?	0.0%	1.8%	2.5%	10.8	-6.2%	-2.0%	-0.8%	3.0%	-6.6%
Cc1ccc2cc(C#N)c(SCC(=O)NCc3ccco3)nc2c1	?	10.8%	-1.4%	0.7%	2.1%	-9.7	-1.0%	2.4%	-5.1%	7.2%	-2.5%
Cc1ccc(-n2ncc3c(=O)n(CC(N)=O)cnc32)cc1	3.6%	3.0%	0.0%	-3.6%	2.1%	9.2	-2.2%	0.0%	0.4%	-8.7%	22.6%
CN(C)S(=O)(=O)c1ccc(Cl)c(NC(=O)COC(=O)/C=C/c2ccc(S(=O)(=O)N3CCOCC3)cc2)c1	-3.8%	3.1%	0.5%	-2.1%[46.1 µM]	3.3%	-10.8	-0.9%	-0.3%	0.8%	-1.3%	-2.3%
CCn1ccnc1CNCc1cn(-c2cc(C)ccc2C)nc1-c1ccccc1	-21.4%	-3.6%	0.1%	11.6%	-4.9%	-12.1	-10.1%	-1.9%	7.5%	-12.6%	4.7%

Of the compounds above, these contain fluorine:
SMILES	ELG1 repair inh	Chronic BCR inh	B2AR arrestin	TCR activator	USP2a inh	TSHR antagonist	Mito fusion act	PTAP TSG101 blk	Tb PFK inh	Eya2 inh	uPA surface inh
COc1cc(C(=O)NCC(c2ccc(F)cc2)N2CCOCC2)ccc1OCc1ccccc1Cl (configuration not stated)	?	-21.8%	0.1%	-0.2%	-2.3%	-12.0	17.1%	-1.9%	-0.2%	-18.2%	?
Cc1nn(-c2nc(-c3ccco3)cc(C(F)(F)F)n2)c(C)c1Br	-5.0%	-15.5%	7.3%	nt	3.3%	-4.0	1.9%	-3.3%	-2.4%	-6.1%	-6.4%
